AMA1 RON2 block = disrupts binding of P. falciparum AMA1 to RON2 | AlphaScreen AMA1-biotinylated RON2 peptide binding | Potency, µM (doses to about 58.2 µM), inactives show top-dose activity change, negative = inhibition, hits mostly inhibitors | actives 0.2% (n = 360,000);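 note: potency is the fitted concentration of half-maximal effect; 0% = vehicle wells and -100% = peptide control; nearly all actives have a fitted effect of over 45% in size; some results filed as inactive show a strong effect at the top dose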
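AMA1 (3D7) with his tag at 25 nM final met compounds first, then biotinylated RON2 peptide at 25 nM; detection used donor plus acceptor beads, 10 µg/mL apiece, read by AlphaScreen after 30 min at room temperature.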
AmpC no deterg = inhibitors of E. coli AmpC beta-lactamase without detergent. AmpC nitrocefin hydrolysis, absorbance 480 nm, 0.0001% Triton. Potency, µM (titrated, usually from 57.1 µM), for the others: top-dose activity change, negative = inhibition, usual class: inhibitors. actives 0.52% (n = 330,000). AID 485341;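 note: potency is the fitted concentration of half-maximal effect; plate controls were no compound for no effect and no enzyme for full effect; nearly all actives have a fitted effect of over 20% in size; some results filed as inactive show a strong effect at the top dose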
Target sequence (P00811 whole entry, looked up): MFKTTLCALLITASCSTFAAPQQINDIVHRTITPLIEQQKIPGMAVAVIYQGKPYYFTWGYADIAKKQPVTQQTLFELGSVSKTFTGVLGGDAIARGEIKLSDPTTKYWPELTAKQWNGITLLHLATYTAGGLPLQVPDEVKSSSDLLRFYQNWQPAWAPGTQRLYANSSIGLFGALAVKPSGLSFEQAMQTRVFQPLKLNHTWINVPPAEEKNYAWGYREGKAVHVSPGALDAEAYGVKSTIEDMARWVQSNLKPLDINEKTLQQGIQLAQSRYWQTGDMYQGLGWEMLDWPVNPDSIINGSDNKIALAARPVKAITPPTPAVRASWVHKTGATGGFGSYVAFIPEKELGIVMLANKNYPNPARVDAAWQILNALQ
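AmpC (5.3 nM in the dispensed reagent) in 20 mM phosphate pH 7.0 with 0.01% (detergent screen) or 0.0001% Triton X-100 was preincubated with compounds for 15 min at room temperature. Nitrocefin was then added from an 800 uM solution, and hydrolysis was followed at 480 nm.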
AmpC inh detg = AmpC beta-lactamase inhibition with detergent present; AmpC hydrolysis of nitrocefin, absorbance 480 nm, 0.01% Triton; P00811; actives 0.041% (n = 370,000); AID 485294; Potency, µM (highest dose often 114 µM), inactives show at the top dose activity change, negative = inhibition, hits mostly inhibitors;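 note: potency is the fitted concentration of half-maximal effect; 0% = no-compound wells and -100% = no-enzyme wells; nearly all actives have a fitted effect of over 25% in size; some results filed as inactive show a strong effect at the top dose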
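20 mM phosphate pH 7.0 + 0.01% (detergent screen) or 0.0001% Triton X-100; 5.3 nM AmpC reagent; cpd preinc 15 min RT; nitrocefin (800 uM stock) to start; A480 q20 s × 4 min; Activity was normalised to no-enzyme and no-compound control wells.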
Shiga toxin inh = blocks Shiga toxin action in Vero cells; Vero cells, Shiga toxin protein synthesis inhibition reporter; inhibition, % at 38.7 µM; actives 9.2% (n = 290,000); AID 2315; in the data active = inhibition mostly above about 28%, no sharp cut-off; inactive = mostly below about 43%; note: 0% is about no effect
CHX counter = affects cycloheximide protein synthesis inhibition readout, counter-screen. cell reporter, cycloheximide protein synthesis inhibition counterscreen. actives 12% (n = 300,000). max response, %; in the data active = max response mostly above about 13%, no sharp cut-off; inactive = mostly below about 14%; note: read at 38.3 µM for the half of the compounds with a filed dose; 0% is about no effect
FBPA Giardia inh = inhibitors of Giardia lamblia fructose-1,6-bisphosphate aldolase | purified Giardia FBPA | AID 2451 | A8B2U2 | actives 0.71% (n = 290,000) | Potency, µM (series often up to 59.6 µM), inactives show at the highest dose activity, negative = inhibition, most hits filed as inhibitors; note: potency is the fitted concentration of half-maximal effect; % is set by controls: 0 for no effect and ±100 for the full control effect; nearly all actives have a fitted effect of over 55% in size
Target sequence (A8B2U2 whole entry, looked up): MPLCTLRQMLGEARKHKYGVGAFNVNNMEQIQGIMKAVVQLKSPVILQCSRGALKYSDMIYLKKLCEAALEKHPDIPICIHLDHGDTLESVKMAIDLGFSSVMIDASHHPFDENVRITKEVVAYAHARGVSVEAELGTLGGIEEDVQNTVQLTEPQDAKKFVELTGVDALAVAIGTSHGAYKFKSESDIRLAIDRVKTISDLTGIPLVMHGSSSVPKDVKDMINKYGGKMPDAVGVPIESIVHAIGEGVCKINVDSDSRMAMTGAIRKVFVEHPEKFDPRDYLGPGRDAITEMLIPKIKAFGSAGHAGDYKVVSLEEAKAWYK
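Giardia FBPA (40 nM reagent) was preincubated 10 min at RT with compound (up to 57.5 uM final), then substrate plus GAPDH/TPI/NAD/arsenate coupling system with diaphorase/resazurin was added; resorufin fluorescence (525/598 nm) was read after 20 min.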
HCMV inh = inhibitors of human cytomegalovirus. HFF cells, HCMV-luciferase reporter, 72 h; stronger effect = lower value. activity change, negative = inhibition, % at 57.5 µM. actives 4.5% (n = 410,000). AID 1259415; in the data active = activity change below about -60%; inconclusive = no clear call, values can overlap the other calls; inactive = above about -39%; note: % is set by controls: 0 for no effect and ±100 for the full control effect
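Two compound doses tested in HFFs infected with HCMV-luciferase, MOI 1 PFU/cell, 72 h at 37C. Lysate luminescence read with OneGlo; data normalized against buffer-only and 10uM Salinomycin inhibitor controls.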
* = called active by the depositor; u = inconclusive; x = not tested or not shown; [ ] = another dose, or the depositor's remark. Unless noted, calls come from the whole dose curve; as a rule, active = well fitted curve in the direction sought with a large enough effect; inconclusive = small, poorly fitted or top-dose-only effect, or another doubt; inactive = no such curve, though single readings can be large; an effect the other way counts as inactive or inconclusive.

Each structure is followed by: AMA1 RON2 block, AmpC no deterg, AmpC inh detg, Shiga toxin inh, CHX counter, FBPA Giardia inh, HCMV inh
CCOC(=O)C(NC(=O)CC(C)C)(Nc1sc(C)c(CC)c1C#N)C(F)(F)F (stereo not drawn)
→ 12%, -5%, -2%, -2, -2, 0%, -40
COC(=O)c1sccc1NC(=O)c1ccc2c(c1)OCO2
→ 33%[activator], -2%, 8%, -8, 7, 0%, 50
O=C(CN1C(=O)C(=O)c2ccccc21)NCCc1ccccc1
→ -5%, -26%, -6%, -10, -4, -14%, 102
Cc1cccc(NC(=O)c2ccc(Cl)c(S(=O)(=O)N3CCCCCC3)c2)n1
→ -12%, -16%, 7%, x, x, x, -9
O=C(NNC(=S)NC(=O)c1ccccc1)c1ccc([N+](=O)[O-])cc1
→ 120%[activator], -33%, -4%, x, 9, 15%, 22
Cc1cc(C)n2nc(C(=O)Nc3cccc(S(=O)(=O)N4CCCC4)c3)nc2n1
→ 4%, -3%, -3%, -8, -2, 3%, -2
CC(C)(C)c1ccc(OCCC(=O)OCC(=O)NC(=O)NC2CCCC2)cc1
→ -8%, 18%, -13%, x, x, x, 0
O=C(N/N=C\c1cc2c(cc1Cl)OCO2)c1ccc(Br)s1
→ 13%, -17%, 5%, -4, -5, x, -35
CC(C)(C)OC(=O)[C@H](Cc1ccccc1)NC(=O)c1nc[nH]c1C(=O)NC1CCNCC1
→ 72%[activator], 29%, -6%, x, x, x, -24
CC(=O)Oc1ccc(C(=O)NCCc2ccccc2)cc1
→ 0%, 96%[activator], -1%, 36, 15*, -2%, -3
CN(C(=S)Oc1ccc(C(=O)Nc2ccccc2)cc1)c1ccccc1
→ -10%, -21%, -8%, 15, 8, 0%, -67*
COc1cc(C(=O)NC(=S)Nc2ccc3oc(=O)ccc3c2)cc(OC)c1OC
→ -7%, -13%, 4%, -20, -3, -18%, 21
N=c1c(S(=O)(=O)c2ccccc2)cc2c(=O)n3ccccc3nc2n1Cc1cccnc1
→ -14%, -10%, 0%, x, x, x, -7
Cc1ccnc(NC(=O)C2CCCN(S(=O)(=O)c3cnc[nH]3)C2)c1 (stereo not drawn)
→ -6%, -8%, u, -5, 21, 0%, 7
CC(NC(=O)COC(=O)CCc1ccc(S(=O)(=O)N2CCOCC2)cc1)C1CC2CCC1C2 (stereo not drawn)
→ 0%, 142%[activator], 0%, -15, 36*, 0%, -11
Cc1cc(Nc2ccc(F)cc2Cl)n2nc(C)nc2n1
→ 13%, -5%, -6%, -11, -5, 3%, 15
Cc1cc(C)n(-c2ccc(C(=O)OCC(=O)Nc3ccc(S(=O)(=O)N4CCOCC4)cc3)cc2)n1
→ -7%, 48%[activator], u, -10, -2, -1%, -6
CN(C(N)=S)c1ccccc1
→ 4%, -16%, u, -22, -3, -2%, -15
COc1ccc(C(C(=O)NC(C)(C)C)N(C(=O)CCC(=O)Nc2cc(C)on2)c2cccc(F)c2)cc1 (stereo not drawn)
→ 6%, 76%[activator], u, -3, -4, 4%, 4
COc1ccc(NC(=O)/C(C#N)=C/c2cccnc2)c(OC)c1
→ -5%, 13%, u, -11, -3, 1%, -8

Part of the list above, with each value named.
CC(C)(C)OC(=O)[C@H](Cc1ccccc1)NC(=O)c1nc[nH]c1C(=O)NC1CCNCC1
  AMA1 RON2 block: 72%[activator] | AmpC no deterg: 29% | AmpC inh detg: -6% | Shiga toxin inh: x | CHX counter: x | FBPA Giardia inh: x | HCMV inh: -24

O=C(CN1C(=O)C(=O)c2ccccc21)NCCc1ccccc1
  AMA1 RON2 block: -5% | AmpC no deterg: -26% | AmpC inh detg: -6% | Shiga toxin inh: -10 | CHX counter: -4 | FBPA Giardia inh: -14% | HCMV inh: 102

O=C(NNC(=S)NC(=O)c1ccccc1)c1ccc([N+](=O)[O-])cc1
  AMA1 RON2 block: 120%[activator] | AmpC no deterg: -33% | AmpC inh detg: -4% | Shiga toxin inh: x | CHX counter: 9 | FBPA Giardia inh: 15% | HCMV inh: 22

COc1cc(C(=O)NC(=S)Nc2ccc3oc(=O)ccc3c2)cc(OC)c1OC
  AMA1 RON2 block: -7% | AmpC no deterg: -13% | AmpC inh detg: 4% | Shiga toxin inh: -20 | CHX counter: -3 | FBPA Giardia inh: -18% | HCMV inh: 21

A draw from above in order of molar mass, falling:
Each structure is followed by: AMA1 RON2 block, AmpC no deterg, AmpC inh detg, Shiga toxin inh, CHX counter, FBPA Giardia inh, HCMV inh
COc1ccc(C(C(=O)NC(C)(C)C)N(C(=O)CCC(=O)Nc2cc(C)on2)c2cccc(F)c2)cc1 (stereo not drawn)
→ 6%, 76%[activator], u, -3, -4, 4%, 4
N=c1c(S(=O)(=O)c2ccccc2)cc2c(=O)n3ccccc3nc2n1Cc1cccnc1
→ -14%, -10%, 0%, x, x, x, -7
Cc1cc(C)n2nc(C(=O)Nc3cccc(S(=O)(=O)N4CCCC4)c3)nc2n1
→ 4%, -3%, -3%, -8, -2, 3%, -2
CC(C)(C)c1ccc(OCCC(=O)OCC(=O)NC(=O)NC2CCCC2)cc1
→ -8%, 18%, -13%, x, x, x, 0
O=C(N/N=C\c1cc2c(cc1Cl)OCO2)c1ccc(Br)s1
→ 13%, -17%, 5%, -4, -5, x, -35
CN(C(=S)Oc1ccc(C(=O)Nc2ccccc2)cc1)c1ccccc1
→ -10%, -21%, -8%, 15, 8, 0%, -67*
COC(=O)c1sccc1NC(=O)c1ccc2c(c1)OCO2
→ 33%[activator], -2%, 8%, -8, 7, 0%, 50

More compounds
Each structure is followed by: AMA1 RON2 block, AmpC no deterg, AmpC inh detg, Shiga toxin inh, CHX counter, FBPA Giardia inh, HCMV inh
COc1cccc2cc(-c3cc(=O)oc4ccc(O)cc34)oc12
→ -1%, -31%, 5%, -2, 10, 3%, -25
Cc1cc(C)nc(Nc2n[nH]c(-c3ccccc3N)n2)n1
→ 79%[activator], -18%, 5%, 55*, 52*, -10%, 81
CC[C@@]1(C(=O)OC)N[C@H](CN(C)C(=O)Nc2ccc(OC)cc2)[C@@H]2C(=O)N(Cc3ccccc3)C(=O)[C@@H]21
→ 8%, 139%[activator], x, x, x, x, 12
NC(=O)c1ccc(Oc2ncc(C(F)(F)F)cc2Cl)cc1
→ -3%, -2%, u, 28, 25, 4%, -24
COc1ccc(-n2c(C)ccc2-c2ccccc2)cn1
→ -4%, -17%, -16%, x, 13, -7%, 23
O=C(CSC(=S)N1CCN(c2ccccc2)CC1)Nc1nc(-c2ccccc2)c(-c2ccccc2)o1
→ 31%[activator], -19%, -16%, -10, -2, 6%, -33
COCc1cc(=O)[nH]c(-c2csc(C)n2)n1
→ 111%[activator], -15%, -6%, -2, -2, 4.5µM*, -21
Cc1ccc(N(C(=O)c2csnn2)C(C(=O)NC2CCCC2)c2ccncc2)c(C)c1 (stereo not drawn)
→ -9%, 3%, 1%, -2, 3, x, u
O=C(O)Cn1cc(C(=O)c2ccccc2)c2ccccc21
→ 2%, -48%, -4%, -10, -3, 4%, 78
CSc1ccc(/C=C/C(=O)NC(=O)c2ccccc2O)cc1
→ -16%, -45%, -1%, 20, 9.6*, 14%, 19

Source: PubChem
